All columns: NCI-60 one-dose screen, growth in % after 48 h at 10 µM unless noted; 100 = growth as untreated, 0 = no growth, -100 = all killed.
SN12C: SN12C renal cancer cells | 81,000 tested, 3.8% active | AID 1794767
PC-3: PC-3 prostate cancer cells. 80,000 tested, 3.9% active. AID 1794754
ACHN: ACHN renal cancer; 81,000 tested, 4.9% active; AID 1794771
CAKI-1: CAKI-1 renal cancer. AID 1794772. 75,000 tested, 4.7% active
UO-31: UO-31 renal cancer | 81,000 tested, 5.2% active
A498: A498 renal cancer cells; 76,000 tested, 5.4% active
RXF 393: RXF 393 renal cancer cells; 77,000 tested, 6.9% active; AID 1794773
TK-10: TK-10 renal cancer cells; 81,000 tested, 3.9% active
786-0: 786-0 renal cancer cells; 81,000 tested, 5.1% active; AID 1794775
The depositor's hits bear a star; . = not tested or not shown; [ ] = dose if it differs, or a comment. Rule for the calls: active = growth percent below 10; inactive = the rest.

(1) CC[C@H](C)C(NC(=O)[C@@H](NC(=O)[C@@H]1CCCN1C(=O)CNC(=O)[C@H](C)N)C(C)C)C(=O)OC (some centres not stated)
(2) CC(C)CCCC(C)NC(C)C (configuration not stated)
(3) CCCCCCC(CCCCCCCCCCC(=O)OCC(CC)CCCC)OC(=O)CC (configuration not stated)
(4) Cc1ccc(Cc2cnc(NC(=O)CN3C(=O)/C(=C\c4ccccc4)SC3=S)s2)cc1
(5) NS(=O)(=O)c1ccccc1
(6) Nc1ccncc1CO
(7) CCCCNC1(C#N)CCN(Cc2ccccc2)CC1
(8) COc1cc(NCCN(CC(C)C)C2CCCC2)c2ncccc2c1

entry no.	1	2	3	4	5	6	7	8
SN12C	109	99	100	97	98	100	104	93
PC-3	105	.	88	.	97	92	96	85
ACHN	107	109	104	101	106	111	106	82
CAKI-1	89	97	98	96	95	.	76	97
UO-31	89	104	84	89	94	90	81	84
A498	98	.	92	109	92	98	78	75
RXF 393	111	101	116	113	121	108	107	.
TK-10	93	99	97	106	102	.	105	109
786-0	94	97	95	105	106	97	85	98

(9) O=C1OCC2=C1C(c1cccc(C(F)(F)F)c1)c1cc3c(cc1N2CCO)OCO3 (configuration not stated)
(10) O=C1CC(c2ccccc2)C(=O)N2C(=O)CC(c3ccccc3)C(=O)N12 (configuration not stated)
(11) COc1ccc(CNc2c3ccccc3nc3ccccc23)cc1
(12) C=CCNC(=S)/N=C/C(C(=O)Nc1ccccc1C)=C(\C)O
(13) CN(C)CCCN(c1ccccc1)c1ccccc1
(14) COc1ccc(Cn2cnc3cc(C(=O)Nc4cccc5ccccc45)ccc32)c(OC)c1
(15) Cc1ncn(-c2ccc(/C=N/Nc3ccnc4cc(Cl)ccc34)cc2)c1C
(16) CCOC(=O)c1ccc(/C=C/c2ccccc2)cc1

entry no.	9	10	11	12	13	14	15	16
SN12C	47	98	32	109	101	7.3*[30 µM]	-56*	91
PC-3	26	95	34	99	99	17[30 µM]	-21*	82
ACHN	43	109	19	103	102	24[30 µM]	-91*	87
CAKI-1	27	102	29	102	.	18[30 µM]	-49*	98
UO-31	47	75	22	93	99	30[30 µM]	-67*	81
A498	21	91	10	104	127	-14*[30 µM]	87	52
RXF 393	1.9*	101	28	110	121	.	-44*	106
TK-10	61	100	49	130	92	77[30 µM]	-12*	90
786-0	28	107	32	96	108	20[30 µM]	-89*	90

(17) CC(=O)N1N=C(c2ccc3c(c2)OCO3)CC1c1c(C)nn(-c2ccccc2)c1N(C)Cc1ccccc1 (configuration not stated)
(18) COc1nnc2c3cc(Cl)ccc3n(C)c2n1
(19) COc1cc(C2C(C(=O)Nc3ccccn3)=C(C)NC(C)=C2C(=O)Nc2ccccn2)cc(CN2CCOCC2)c1O
(20) CCN(CC)CCCC(C)Nc1nncc2cc(Cl)ccc12 (configuration not stated)
(21) COc1ccc(Cn2cc3c(c2-c2ccccc2)CCc2cnoc2-3)cc1N
(22) Clc1ccc2c(c1)C(c1c[nH]c3ccccc13)(c1c[nH]c3ccccc13)CCO2
(23) COc1ccc(-c2nc3sc(C)nn3c2/C=C2/C(=O)Nc3ccc(Cl)cc32)cc1
(24) O=[N+]([O-])c1cc(-c2ccccc2)cc([N+](=O)[O-])c1O

entry no.	17	18	19	20	21	22	23	24
SN12C	73	100	96	87	36	85	86	99
PC-3	34	82	91	98	24	35	85	104
ACHN	81	95	103	129	31	77	74	109
CAKI-1	.	93	95	105	7.2*	78	76	100
UO-31	52	68	89	83	30	54	61	84
A498	67	110	95	129	1.3*	101	89	97
RXF 393	79	103	104	136	15	96	81	101
TK-10	81	.	120	116	76	-43*	116	104
786-0	85	103	108	113	39	81	78	98

(25) CCCn1nc(C(=O)N2CCCCC2)c2c1CCC(N(C)Cc1ccc(F)cc1)C2 (configuration not stated)
(26) CC(=O)n1nc(C(=O)OC(C)(C)c2ccccc2)c2ccccc21
(27) CC1(c2ccccc2)NC(=O)N(CC(=O)Nc2ccc(C(=O)/C=C/c3ccc(Br)cc3)cc2)C1=O (configuration not stated)
(28) N=C(N)SCc1c2ccccc2c(CSC(=N)N)c2ccccc12
(29) COc1cc2c(cc1O)c(=O)n(CCN(C)C)c1c3cc4c(cc3ncc21)OCO4
(30) CNC(=O)c1ccccc1CNC(=S)Nc1cccc(C)c1
(31) COc1ccc(/C=C/c2nc(N3CCOCC3)c3cc(F)c(F)cc3n2)cc1OC
(32) CCOC(=O)c1ccc(-c2ccc(-c3cc(-c4cc(OC)c(OC)c(OC)c4)c(C#N)c(=O)[nH]3)c(C)n2)cc1

entry no.	25	26	27	28	29	30	31	32
SN12C	111	87	51	54	-5.9*	101	33	58
PC-3	101	92	20	62	-9.8*	104	8.3*	76
ACHN	105	100	35	51	-62*	.	33	69
CAKI-1	90	85	40	62	-10*	92	28	55
UO-31	85	93	34	81	-47*	89	20	74
A498	93	97	71	90	-60*	93	46	90
RXF 393	105	92	.	100	-51*	96	49	84
TK-10	100	101	77	99	-45*	99	29	94
786-0	104	97	13	48	-55*	100	45	57

Entries of single compounds from above. Screens in order: SN12C, PC-3, ACHN, CAKI-1, UO-31, A498, RXF 393, TK-10, 786-0
Entry for Clc1ccc2c(c1)C(c1c[nH]c3ccccc13)(c1c[nH]c3ccccc13)CCO2 = 85, 35, 77, 78, 54, 101, 96, -43*, 81
Entry for N=C(N)SCc1c2ccccc2c(CSC(=N)N)c2ccccc12 = 54, 62, 51, 62, 81, 90, 100, 99, 48

The list goes on:
(33) Cc1nn(-c2ccccc2)c(-n2ccnc2)c1/C=N/Nc1nc(-c2ccccc2)cs1
(34) C=C1c2c(C)nn(-c3ccc(OC)cc3)c2N(C)C23C[C@@H]1C1(C)c4c(C)nn(-c5ccc(OC)cc5)c4N(C)C(C)(C[C@H]12)C3 (some centres not stated)
(35) Oc1c(CN2CCC(N3CCCCC3)CC2)cc(Cc2cc(CN3CCC(N4CCCCC4)CC3)c(O)c3ncccc23)c2cccnc12
(36) COc1cc2c(cc1[N+](=O)[O-])-c1ccc([N+](=O)[O-])cc1/C2=N\O
(37) CC(=O)c1sc(-c2ccccc2)cc1N
(38) Clc1ccc(-c2[nH]ncc2-c2c[nH]c3ccccc23)cc1
(39) OCc1cnc(C2OCCO2)s1
(40) O=C(Cn1c[n+](CC(=O)c2ccc([N+](=O)[O-])cc2)c2ccccc21)Nc1cccc2cccnc12

entry no.	33	34	35	36	37	38	39	40
SN12C	89	24	34	91	96	109	99	30
PC-3	84	-4.7*	18	73	91	87	96	39
ACHN	85	34	14	73	104	98	104	94
CAKI-1	80	2.2*	25	83	93	86	93	84
UO-31	60	16	12	68	89	62	91	66
A498	84	40	78	.	84	81	118	95
RXF 393	97	68	58	80	107	114	108	98
TK-10	124	.	33	79	101	106	94	114
786-0	115	54	24	80	93	105	101	.

(41) CCOC(=O)c1cc(C(=O)c2ccc(OC)cc2)n2ccc(/C=C/c3cc[n+](CC(=O)c4ccc(OC)cc4)cc3)cc12
(42) CCCCN(CCCC)CC(=O)Nc1ccc(C(=O)OCC(C)C)cc1
(43) COc1ccc(/C=C/C(=O)c2ccc(NC(=O)CSc3nc4[nH]c(=O)n(C)c(=O)c4[nH]3)cc2)cc1OC
(44) CC(=O)c1ccc(NCC(=O)Nc2ccccn2)cc1
(45) O=S(=O)(c1ccc(Cl)cc1)c1cc(O)ccc1O
(46) C/C=C/C(O)CC (configuration not stated)
(47) Cc1nn(-c2ccc(F)cc2)c2nc(-c3cccnc3)[nH]c(=O)c12
(48) CCOCC[P+](c1ccccc1)(c1ccccc1)c1ccccc1

entry no.	41	42	43	44	45	46	47	48
SN12C	56	95	94	106	88	99	105	59
PC-3	64	81	99	96	76	102	97	33
ACHN	70	.	100	103	100	102	99	94
CAKI-1	82	.	92	88	97	93	.	85
UO-31	73	88	78	86	68	104	93	76
A498	68	73	85	104	88	97	99	72
RXF 393	100	113	.	117	96	119	106	79
TK-10	92	88	88	146	101	97	96	57
786-0	.	89	94	102	92	96	95	72

(49) Cc1ccc(/C=C/c2c(C(=O)/C=C/c3ccc(C(F)(F)F)cc3)c(C)nc3ccccc23)cc1
(50) COc1ccc(-c2cc(-c3ccc(Cl)cc3)c3sc(=O)[nH]c3n2)cc1
(51) CCN(CC)c1ccc(CN(C)Cc2ccc(Br)cc2)cc1
(52) NCCCCCNc1noc(Cc2c[nH]c3ccccc23)n1
(53) Cc1cccc(-c2nc(NC(=O)c3cccnc3N)nc(NC(=O)c3cccnc3N)n2)c1O
(54) O=C(O)/C=C/C(=O)Nc1ccc([N+](=O)[O-])cc1
(55) CC(=NCCN)c1nc2ccccc2n1CCBr
(56) O=C1CCCCC(=O)[C@H]2CC3(OCCO3)C(=O)O[C@@H]2CO1

entry no.	49	50	51	52	53	54	55	56
SN12C	-62*	74	91	92	102	93	87	96
PC-3	-44*	92	86	85	90	90	.	103
ACHN	-100*	90	94	99	108	107	94	106
CAKI-1	-91*	81	88	96	100	105	93	87
UO-31	-98*	49	81	70	79	87	69	92
A498	-81*	27	85	104	92	104	91	91
RXF 393	-88*	86	91	100	137	104	115	111
TK-10	-71*	91	101	110	113	96	116	114
786-0	-75*	72	101	110	108	106	104	104

(57) COc1cc(C2CC(c3ccc4c(c3)OCO4)=NN2C(C)=O)cc(OC)c1OC (configuration not stated)
(58) CCCCCCCCNc1ccccc1
(59) COC1OC(COC(=O)c2ccccc2)C(OC(=O)c2ccccc2)C(OC(=O)c2ccccc2)C1OC(=O)c1ccccc1 (configuration not stated)
(60) Cc1ccc(NC(=O)Nc2ccc(Nc3ncnc4sc5c(c34)CCN(C(=O)OC(C)(C)C)C5)cc2)cc1Cl
(61) C#CCN
(62) CCOC(=O)CC(=O)NC(C)(C)CCCCC(C)(C)NC(=O)CC(=O)OCC
(63) Cn1c(=O)[nH]c2nc(SCC(=O)Nc3ccc(C(=O)/C=C/c4cccc([N+](=O)[O-])c4)cc3)[nH]c2c1=O
(64) C[C@H]1CC(O)=C(c2ccc3ccccc3n2)C(=O)O1

entry no.	57	58	59	60	61	62	63	64
SN12C	46	112	100	102	100	98	101	103
PC-3	44	109	85	80	90	97	102	92
ACHN	.	107	87	94	102	107	97	109
CAKI-1	2.4*	102	.	92	93	.	90	140
UO-31	.	76	83	64	90	90	83	93
A498	29	88	98	89	83	93	102	111
RXF 393	7.2*	111	110	95	101	127	.	100
TK-10	38	114	90	112	105	125	111	108
786-0	42	120	90	101	103	102	102	98

(65) COc1ccc2c(c1OC)C(=O)OC2C1c2c(c(COC(=O)C(Cc3ccccc3)NC(=O)OC(C)(C)C)c3c(c2OC)OCO3)CCN1C (configuration not stated)
(66) NC1=CC(N)=C(O[C@@H]2O[C@H](CO)[C@@H](O)[C@H](O)[C@H]2O)C(=O)C1
(67) CCCCN(C1CCN(C(=O)OC(C)(C)C)CC1)S(=O)(=O)NC(=O)OC(C)(C)C
(68) c1ccc(-c2ccc(-c3nc4sccn4c3NCCN3CCOCC3)cc2)cc1
(69) OC(CCN1CCCC1)(c1ccccc1)C1CCCCC1 (configuration not stated)
(70) COC(=O)c1nc(-c2cccc(Cl)c2)nc2ccccc12
(71) O=C(Sc1n[nH]c(=O)[nH]c1=O)c1ccccc1

entry no.	65	66	67	68	69	70	71
SN12C	96	114	99	83	96	97	109
PC-3	79	100	96	66	99	103	96
ACHN	87	102	109	93	95	101	112
CAKI-1	76	102	102	72	96	95	93
UO-31	65	96	84	44	.	85	88
A498	116	76	88	91	116	87	97
RXF 393	101	116	107	90	103	106	113
TK-10	121	.	111	102	108	160	104
786-0	101	104	94	46	100	102	105

Filtered by structure, the entries above containing an NH in an aromatic ring (9)
(22) Clc1ccc2c(c1)C(c1c[nH]c3ccccc13)(c1c[nH]c3ccccc13)CCO2
(32) CCOC(=O)c1ccc(-c2ccc(-c3cc(-c4cc(OC)c(OC)c(OC)c4)c(C#N)c(=O)[nH]3)c(C)n2)cc1
(38) Clc1ccc(-c2[nH]ncc2-c2c[nH]c3ccccc23)cc1
(43) COc1ccc(/C=C/C(=O)c2ccc(NC(=O)CSc3nc4[nH]c(=O)n(C)c(=O)c4[nH]3)cc2)cc1OC
(47) Cc1nn(-c2ccc(F)cc2)c2nc(-c3cccnc3)[nH]c(=O)c12
(50) COc1ccc(-c2cc(-c3ccc(Cl)cc3)c3sc(=O)[nH]c3n2)cc1
(52) NCCCCCNc1noc(Cc2c[nH]c3ccccc23)n1
(63) Cn1c(=O)[nH]c2nc(SCC(=O)Nc3ccc(C(=O)/C=C/c4cccc([N+](=O)[O-])c4)cc3)[nH]c2c1=O
(71) O=C(Sc1n[nH]c(=O)[nH]c1=O)c1ccccc1

entry no.	22	32	38	43	47	50	52	63	71
SN12C	85	58	109	94	105	74	92	101	109
PC-3	35	76	87	99	97	92	85	102	96
ACHN	77	69	98	100	99	90	99	97	112
CAKI-1	78	55	86	92	.	81	96	90	93
UO-31	54	74	62	78	93	49	70	83	88
A498	101	90	81	85	99	27	104	102	97
RXF 393	96	84	114	.	106	86	100	.	113
TK-10	-43*	94	106	88	96	91	110	111	104
786-0	81	57	105	94	95	72	110	102	105
